INS-1E GSIS act = GLuc luminescence reporter in INS-1E cells, primary screen for activators of glucose-dependent secretion of insulin; INS-1E GLuc reporter insulin secretion, 2-3 h; activation, % at 16.6 µM; actives 0.61% (n = 370,000);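 active means lowest replicate activation of at least 40%, so every replicate reaches that level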;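 further: 0% = median of neutral control wells and 100% = median of IBMX positive control wells; some compounds called inactive have numbers as strong as hits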
DENV2 CPE rescue = inhibitors of DENV2 cytopathic effect; actives 1.7% (n = 350,000); CPE inhibition, % at 9.99 µM; DENV2-infected cells, cytopathic effect rescue, plate reader; in the data active means CPE inhibition above about 20%, passing the limit was not always enough; inconclusive means no clear call, values can overlap the other calls; tested in BHK-21 cells;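 further: 0% = median of neutral control wells and 100% = median of positive control wells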
EWS-Fli block = blocks EWS/Fli oncoprotein-driven transcription | A673 NR0B1-luciferase reporter, viability-normalised | inhibition, % at 12.6 µM | actives 0.67% (n = 350,000) | AID 651661;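 active means mean inhibition of at least 50% after viability correction, with every replicate also passing that limit; inconclusive means mean reaches 50% but only one of two replicates passes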;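 further: firefly luciferase signal divided by Alamar Blue viability fluorescence both relative to DMSO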
PAX8 reporter = inhibitors of PAX8 transcriptional activity in RMG-I cells; actives 1.2% (n = 360,000); inhibition, % at 12.6 µM; RMG-I TPO-luciferase reporter, SteadyGlo, 24 h; AID 652154;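 active means mean replicate inhibition at least 60% with every replicate also reaching 60%; inconclusive means only one of the two criteria is met; inactive means mean below 60% and not all replicates reaching 60%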;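 further: luciferase light reporting Pax8 driven TPO promoter activity; plate controls were median of neutral control wells for no effect and mitoxantrone controls for full effect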
CFTR F508del cor = CFTR F508del correction in bronchial cells | CFBE cells, YFP halide quenching; stimulated with forskolin plus potentiator P3; % fluorescence drop versus neutral controls | activity (quench increase), % at 7.58 µM | actives 0.36% (n = 350,000) | AID 720511;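 active means mean added fluorescence quench of at least 8% versus neutral control, with both replicates also reaching 8%; inconclusive means only one of the mean or replicate conditions met; inactive means mean below 8% and not both replicates reaching 8%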;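 further: cells transiently co-express mutant CFTR-F508del with the halide-sensitive YFP; corrector assay measuring rescue of mutant channel to the surface after 24 h compound exposure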
FN deposition inh = fibronectin deposition inhibition. inhibition, % at 12.6 µM. AH1F fibroblasts, Alexa488-fibronectin deposition fluorescence, overnight. actives 0.086% (n = 350,000);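 active means mean inhibition across replicates of 30% or more, regardless of how many single replicates reach that level; inconclusive means mean under 30% yet at least half of replicates reach 30%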;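 further: positive control wells lacked labelled fibronectin entirely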
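material = AH1F fibroblast monolayer depositing Alexa488-labelled fibronectin into matrix | amount = 10000 AH1F cells/well | buffer or medium = DMEM plus 2% serum, read in PBS | incubation = 1 h cell adhesion before compound, then overnight fibronectin incubation | detection = fluorescence at 485 nm excitation, 525 nm emission | evaluation = percent inhibition as loss of matrix-bound fibronectin fluorescence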
miR122 inh = inhibitors of miR-122 in Huh7 cells | actives 0.3% (n = 340,000) | Huh7 miR-122 Renilla luciferase sensor, 48 h; neutral wells = 0, positive control = 100 | activation (reporter increase), % at 12.5 µM;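 active means mean replicate activation score at least 90 and every replicate individually at or above 90; inconclusive means only one of the two criteria met; inactive means neither criterion met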;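 further: higher luciferase means less miR-122 activity so hits act as miR-122 inhibitors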
Starred values were filed as active, the others as inactive; u = inconclusive; x = no result given; & = joins results of further samples; [ ] = dose if it differs, or a comment. This is a subset. The share of hits here may be higher or lower than overall.

SMILES	INS-1E GSIS act	DENV2 CPE rescue	EWS-Fli block	PAX8 reporter	CFTR F508del cor	FN deposition inh	miR122 inh
N#Cc1cc2c(nc1SCC(=O)Nc1cc(Cl)cc(Cl)c1)C1CCN2CC1	-3	9	-30	x	0.7	x	7
CCOc1cc(C=C2C(=O)NC(=O)NC2=O)cc([N+](=O)[O-])c1O	-5	0	-1	-11	5.7	-5	x
O=C(NCCN1CCC2(CC1)C(=O)NCN2c1ccccc1)c1ccc(Cl)c(Cl)c1	-24	-12	-6	-2	0.2	17	x
COC(=O)C1=C(c2ccc(OCc3ccccc3)cc2)C[C@@H]2CC[C@H]1N2C(=O)NCCc1ccc(F)cc1	-3	0	4	7	-0.9	-1	0
CCCCOc1ccc(CCN)cc1Cl	5	-6	-8	49	-1.5	2	x
CC(C)n1c(O)c(C=NCc2ccccc2)c(=O)[nH]c1=S	7	-1	-1	-1	-20	5	x
CC12CCC(=O)C=C1C=CC1C2CCC2(C)C(O)CCC12 (stereo unspecified)	16	-2	10	3	0.0	14	-14
CCCC(=O)NC(Oc1ccc(Cl)cc1Cl)C(Cl)(Cl)Cl (stereo unspecified)	24	1	-4	x	-4.1	x	x
Cc1cccc(NC(N)=S)c1	-15	-2	8	x	-0.7	x	-7
CCOP(=S)(OCC)C(O)CCCCCn1c(=O)c(F)cn(C2CCCO2)c1=O (stereo unspecified)	-1	-7	10	18	0.6	-1	-1
Cc1cccc(-n2c(/C=C/c3ccc([N+](=O)[O-])o3)nc3ccccc3c2=O)c1	-2	-2	38	31	4.5	5	4
O=c1[nH]c2ccccc2n1C1CCN(C(c2ccnc3ccccc23)c2nnnn2Cc2ccccc2)CC1 (stereo unspecified)	-11	u	6	-11	0.3	1	0
C=Cc1ccc(Cn2c(C(=O)O)c(C=O)c3ccccc32)cc1	7	2	-3	3	-0.9	-19	20
O=C1C=CC(=O)C2C1C1(Cl)C(Cl)=C(Cl)C2(Cl)C1(Cl)Cl (stereo unspecified)	17	11	-1	5	-1.6	-25	-3
CCCCNC(=O)NC(C(N)=O)P(=O)(OCC)OCC (stereo unspecified)	11	-3	-1	-9	0.6	-16	-6
CCN(CC)c1ccc(CN(C)CCc2ccc(OC)c(OC)c2)cc1	-23	x	x	x	x	-9	-5
O=C(Cc1cccnc1)N1CCCCN2[C@H](C1)[C@H](c1ccc(/C=C/c3ccccc3)cc1)[C@@H]2CO	-13	0	6	81*	3.1	x	18[16.7 µM]
Clc1ccc(C[n+]2c(-c3ccccc3)cc(-c3ccccc3)cc2-c2ccccc2)cc1	-9	-18	44	97*	-1.4	6	-18
COc1cccc(CCNCc2c(F)cccc2F)c1	7	-3	-5	-21	-2.5	0	x
CCn1c(O)c(C=Nc2cc(Cl)ccc2Cl)c(=O)n(CC)c1=O	0	x	x	28	x	0	x
COc1ccc(-n2c(O)c(/C=C3\C=Nc4ccc(Br)cc43)c(=O)[nH]c2=O)cc1	-18	6	22	12	0.8	0	x
COc1ccccc1-n1c(-c2ccccc2)nc2ccccc2c1=O	13	7	2	11	0.3	-2	2
C=CCN1C(=O)/C(=C/c2cccs2)C(=O)NC1=S	-10	x	x	17	x	5	x
Cc1ccccc1-c1ccc2c(c1)CNCc1cnnn1-2	23	17	-53	-88	-1.5	-4	1
Fc1cccc(CN2CCN(c3ccc(Cl)cc3)CC2)c1	-5	4	1	-119	-4.3	1	0
CN1C(=O)C(=Cc2ccc(OCCN(C)c3ccccn3)cc2)C(=O)N(C)C1=O	1	x	3	-9	1.6	14	x
Nc1ccc2c(c1)Cc1ccccc1-2	11	x	x	8	x	-2	6
COC(=O)[C@H]1[C@H](CO)[C@H]2Cn3c(ccc(-c4cccnc4)c3=O)[C@@H]1N2S(=O)(=O)c1ccccc1F	4	7	-4	-16	-1.6	x	-4[16.7 µM]
COC(=O)C1C(c2ccccc2)CC2CCC1N2C (stereo unspecified)	11	0	-8	x	2.2	x	x
COC(=O)C1=C(c2ccc(OCc3ccccc3)cc2)C[C@@H]2CC[C@H]1N2C(=O)NCc1ccccc1	-12	8	2	15	0.9	-4	3
Cc1ccccc1N1C(=O)NC(=O)/C(=C\c2ccc3c(c2)CCCN3Cc2ccccc2)C1=O	6	0	-8	1	x	4	2
CCC1(CC)C(=O)NC(=O)N(CCc2ccccn2)C1=O	-11	-5	-4	0	-1.0	10	-9
COC(=O)C1=C(c2cc3ccccc3o2)C[C@@H]2CC[C@H]1N2C(=O)N1CCCCC1	-8	x	58*	29	5.6	-14	42
O=c1[nH]c(=S)n(C2CC2)c(O)c1/C=N/N1CCOCC1	17	3	2	13	-0.6	-4	x
CCOc1ccc2nc(N=Nc3c(O)[nH]c(=S)[nH]c3=O)sc2c1	7	-3	-18	15	-1.7	1	x
O=C(c1ccccc1)C1CCCN(Cc2nc(-c3cnccn3)no2)C1 (stereo unspecified)	-2	-10	8	16	2.6	2	-4
Cc1ccc(-n2c(O)c(C=NCCCn3ccnc3)c(=O)[nH]c2=O)cc1	-8	-2	2	-1	x	4	x
COc1ccc(C(=O)N2C[C@H]3C[C@@H](C2)c2cccc(=O)n2C3)cc1OC	5	-4	-1	x	3.3	x	-5
O=C(CCCn1c(=O)[nH]c2cc(Cl)ccc2c1=O)N1CCC2(CC1)OCCO2	x	8	-4	16	1.1	4	x
CCC(=NCCc1ccccc1)c1c(O)[nH]c(=O)[nH]c1=O	47	-2	6	-46	0.7	0	x
NC(Cc1ccccc1)Cc1ccccc1	-4	x	-1	1	1.1	x	x
CCOC(=O)[C@]12Cc3cc4ccccc4cc3[C@H]1N(Cc1ccccc1)C(=O)c1cc(OC)ccc12	0	u	4	0	-3.8	-1	x
O=C(Nc1ccccc1)OC1CN=C(N[N+](=O)[O-])NC1 (stereo unspecified)	21	12	-3	-20	x	x	-4
COc1ccc(OC(=O)N(C)C[C@@H]2OCc3cnnn3CCCC(=O)N([C@@H](C)CO)C[C@H]2C)cc1	3&2	15&12&15	0&4&-3	-23&3	3.5&0.8&-1.1	-3&-4	3
c1ccc(-c2nnc(C3CC(c4cccnc4)=NO3)o2)cc1 (stereo unspecified)	9	-5	-9	-2	1.4	-1	4
COc1ccc(CNCCc2c(C)[nH]c3ccc(OC(F)(F)F)cc23)c(OC)c1	-13	10	20	13	0.1	-4	x
Cc1cccc(C)c1-n1nnnc1C(c1cccc2ccccc12)N1CCC2(CC1)C(=O)NCN2c1ccccc1 (stereo unspecified)	3	2	11	-2	-0.8	-7	-1
O=c1c(C=Nc2cccnc2Cl)c(O)n(CCCCl)c(=O)n1C1CCCCC1	4	-6	-10	14	-0.9	9	x
CNC(=O)Nc1ccc(C(O)(C(=O)OC)C(F)(F)F)cc1 (stereo unspecified)	-10	-1	7	14	3.1	-2	10
CCCCCn1c(=O)c(C(=O)Nc2ccccc2N)c(O)c2ccccc21	15	-1	8	-11	0.8	12	-7

Further entries follow.
SMILES	INS-1E GSIS act	DENV2 CPE rescue	EWS-Fli block	PAX8 reporter	CFTR F508del cor	FN deposition inh	miR122 inh
CCOP(=O)(OCC)/C(C#N)=C/c1ccoc1	27	-1	8	-18	0.6	0	x
C=CCNC(=S)Nc1ccc(OC(=O)Nc2ccc(Cl)c(Cl)c2)cc1	-49	4	0	2	-4.0	9	-4
Cc1cc(N2CCCC2)ccc1C=C(C#N)C#N	3	-5	7	10	-1.1	1	1
C#CCN1CCN(c2ccc(F)cc2)CC1	3	-2	7	5	-2.3	x	x
COc1ccc2nc3c(C)n(C)ccc-3c2c1	10	10	10	16	-0.4	-10	x
CC(C)(C)C(=O)N1Cc2ccccc2-n2nncc2C1	-2	-4	-9	-6	1.3	2	-4
CCOC(=O)[C@]12Cc3cc(OC)ccc3[C@H]1N(Cc1ccccc1)C(=O)c1cc(F)c(F)cc12	-20	19	-40	23	-1.8	-1	x
O=c1[nH]c(=O)n(C2CCCCCC2)c(O)c1C=NCc1cccnc1	8	-2	-10	27	0.4	3	x
CN1C(=O)N(C)C(=O)C2(Cc3c(ccc4ccccc34)N(C)C2)C1=O	5	x	x	x	x	6	10
CC(=O)N1N=C2C3CCN(CC3)C2C1c1cccc2ccccc12 (stereo unspecified)	12	-3	1	11	1.6	-5	-3
O=C(Nc1ccc(F)cc1)c1c(O)c2c(n(Cc3ccccc3)c1=O)CCCC2	6	x	12	-10	-2.6	2	x
COC(=O)C1C(c2ccc(C)cc2)CC2CCC1N2C (stereo unspecified)	-6	28*	-7	x	2.9	x	x
Fc1ccccc1CNC1CN2CCC1CC2 (stereo unspecified)	10	-7	6	-22	-1.1	0	x
C[C@]12CCC3C(CC[C@H]4C[C@H](O)CC[C@]34C)C1CC(=O)[C@@H]2O (stereo partly specified)	5	0	-5	-23	-1.1	-3	4
CCCOc1ccccc1NP(=O)(Oc1ccccc1)Oc1ccccc1	14	-5	9	-2	0.1	-4	25
COc1ccc(-c2nc3ccc(Br)cn3c2CC(=O)N2CCCC2)cc1OC	24	-1	-18	-15	2.7	8	x
Cc1onc(-c2c(Cl)cccc2Cl)c1/C(N)=N/OC(=O)N(C)C	-2	u	-2	-2	-1.9	-7	x
CCOC(=O)c1cc(CC)sc1/N=C/C1C(=O)NC(=S)NC1=O	-4	2	7	-8	-0.3	-5	-10
O=C(CCC(=O)N1C[C@H]2C[C@@H](C1)c1cccc(=O)n1C2)NCc1ccccc1	-6	12	5	x	3.6	x	-3
NC(Cc1ccccc1Cl)c1nn[nH]n1 (stereo unspecified)	x	6	-3	3	2.6	-4	-3

Record cards (already shown). Order of values: INS-1E GSIS act	DENV2 CPE rescue	EWS-Fli block	PAX8 reporter	CFTR F508del cor	FN deposition inh	miR122 inh
CCOC(=O)c1cc(CC)sc1/N=C/C1C(=O)NC(=S)NC1=O is listed as -4	2	7	-8	-0.3	-5	-10
COc1ccc(-c2nc3ccc(Br)cn3c2CC(=O)N2CCCC2)cc1OC is listed as 24	-1	-18	-15	2.7	8	x
COC(=O)C1C(c2ccc(C)cc2)CC2CCC1N2C (stereo unspecified) is listed as -6	28*	-7	x	2.9	x	x

Carrying on.
SMILES	INS-1E GSIS act	DENV2 CPE rescue	EWS-Fli block	PAX8 reporter	CFTR F508del cor	FN deposition inh	miR122 inh
C#C[C@@]1(O)CCC2C3CCC4=C/C(=N/OCC(=O)NC(C(=O)O)C(C)O)CC[C@]4(C)C3CC[C@@]21C (stereo partly specified)	-5	-1	2	8	1.0	-5	-5
COc1ccc(Cc2c(O)[nH]c(=S)[nH]c2=O)cc1	11	1	-6	-13	0.1	8	2
Cc1cccc(NC(=O)N2C[C@H]3C[C@@H](C2)c2cccc(=O)n2C3)c1	10	0	-2	x	1.2	x	-8
O=C1CC(=O)N(c2cccc(Br)c2)C(=O)N1	-8	-1	-4	12	2.1	-5	-7
O=C(Cc1cccnc1)N1CCCCN2[C@H](CO)[C@@H](c3ccc(C#CC4(O)CCCC4)cc3)[C@@H]2C1	12	7	0	-1	-0.7	x	0[16.7 µM]
COCCCn1c(N)c(C(=O)Nc2ccccc2)c2nc3ccccc3nc21	19	4	16	-4	0.4	-5	-7
CC(=O)Nc1ccc(C(c2c(O)c3ccccc3oc2=O)c2c(C)n(C)n(-c3ccccc3)c2=O)cc1 (stereo unspecified)	3	-1	3	-3	-0.8	-10	x
CN(CC1COc2ccccc2O1)c1nc(-c2cccnc2)nc2ccccc12 (stereo unspecified)	-30	x	x	34	x	x	15
CCOC(=O)c1ccccc1NC(=O)c1c(O)[nH]c(=O)[nH]c1=O	7	x	-11	4	-0.7	-2	-4
Cc1ncoc1C(=O)NCC1=C(c2ccc(S(C)(=O)=O)cc2)C[C@@H]2CC[C@H]1N2CCOc1ccccc1	22	-10	5	-5	1.5	0	-3
Cn1cc(C=C(C#N)C#N)c2ccccc21	-13	5	2	-17	-0.3	2	-3
